NCI-60 one-dose screen, 48 h, at 10 µM unless noted. Numbers give growth in % (100 = growth as untreated, 0 = no growth, -100 = all killed).
U251 – U251 CNS tumor cells; actives 5.4% (n = 80,000); AID 1794753
OVCAR-5 – OVCAR-5 ovarian cancer | AID 1794783 | actives 2.9% (n = 82,000)
SK-OV-3 – SK-OV-3 ovarian cancer cells; actives 3.2% (n = 80,000); AID 1794785
SF-295 – SF-295 CNS cancer cells. actives 5.6% (n = 79,000)
OVCAR-4 – OVCAR-4 ovarian cancer cells; actives 3.7% (n = 80,000)
PC-3 – PC-3 prostate cancer cells; actives 3.9% (n = 80,000)
OVCAR-3 – OVCAR-3 ovarian cancer; actives 7% (n = 79,000)
DU-145 – DU-145 prostate cancer. actives 4.2% (n = 81,000). AID 1794760
OVCAR-8 – OVCAR-8 ovarian cancer; actives 4.4% (n = 81,000)
* hit, by the source's call; · = no result given; & = joins results of further samples. How the source made its calls: active means growth percent below 10; inactive means the rest.

entry	molecule	PC-3	OVCAR-4	SK-OV-3	SF-295	OVCAR-8	DU-145	OVCAR-5	OVCAR-3	U251
1	Nc1nc(-c2cccc3ccccc23)cc2ccccc12	20.5	61.4	8.9*	-50.2*	17.9	7.3*	20.9	-32.2*	16.3
2	O=S(=O)(NC1C2c3ccccc3C(c3ccccc32)C1O)c1ccccc1 (stereo not given)	92.7	103.3	106.2	101.0	107.8	100.3	95.0	111.2	101.6
3	c1ccc(CN2CCC(N3CCCC3)CC2)cc1	94.9	106.1	102.8	108.5	114.2	115.6	106.3	106.1	104.7
4	O=C1OC2C=CC3CC2(O1)C1CCCC(=O)N1O3 (stereo not given)	111.0	115.0	107.0	104.9	107.7	113.7	110.0	114.2	101.3
5	COC(=O)[C@]1(C(C)C)N[C@H](c2cn(-c3ccccc3)nc2C)[C@@H]2C(=O)N(c3ccccc3)C(=O)[C@@H]21	108.3	105.7	103.5	102.0	·	120.6	114.2	112.7	103.0
6	COc1cccc(Cn2cc3c(c2)-c2oncc2CC3)c1	27.4	50.9	1.4*	-29.1*	32.3	11.3	42.6	-30.4*	31.7
7	O=c1[nH]c2c(c(=O)n1-c1ccccc1)CCO2	94.0	99.5	99.3	98.4	102.6	107.4	105.1	104.5	99.3
8	CC1OC(O[C@H]2/C=C/C=C/C=C/C=C/C=C/C=C/C=C/[C@H](C)[C@@H](O)[C@@H](C)[C@H](C)OC(=O)CC(O)CC(O)CCC(O)C(O)CC(O)C[C@]3(O)C[C@H](O)C(C(=O)O)C(C2)O3)C(O)[C@H](N)C1O (stereo not given in full)	-54.6*	·	38.0	65.0	23.8	-29.9*	-21.0*	-42.3*	-57.1*
9	CCCCOc1ccc(NC(=O)n2nc(N)c3cc(N)ccc32)cc1	71.6	93.7	117.6	67.6	92.4	93.7	92.7	93.1	91.4
10	Nc1nn2cc(-c3ccc(Cl)s3)nc2c2ccccc12	83.8	87.5	102.9	93.7	104.8	99.0	79.1	77.8	94.7
11	COc1ccc(C(=O)COc2ccc(/C=C3\C(=O)Nc4cc(Cl)ccc43)cc2)cc1	63.9&66.5	90.9&89.0	85.9&94.5	91.7&102.9	84.1&86.6	100.9&98.2	96.6&102.5	·	94.7&87.1
12	COc1ccc(S(=O)(=O)n2cc(C=O)c3ccccc32)cc1OC	86.0	103.5	109.9	101.0	88.9	113.3	98.4	·	92.8
13	CCC1(C)NC(=O)NC1=O (stereo not given)	97.1	107.9	92.4	105.9	102.6	111.0	106.2	109.6	91.7
14	Cc1nn(-c2ccccc2)c2nc3c(c(-c4ccc(Cl)cc4)c12)CNC1(CCCC1)N3	83.5	90.4	106.2	100.7	108.0	104.4	94.9	102.6	107.9
15	Oc1ccc(C=NC2CCCCC2)cc1	·	98.9	109.2	103.8	101.9	113.4	102.1	107.4	107.5
16	COc1cccc(C2=NN(c3ccc(-c4ccccc4)nn3)C(c3ccccc3)C2)c1 (stereo not given)	84.5	93.5	84.9	·	94.2	101.1	95.0	91.3	91.1
17	Cc1nc(N/N=C/c2ccccc2O)c(C#N)c(C#N)c1C	79.0	70.8	65.8	82.1	68.6	97.2	112.4	74.0	60.2
18	OC1(C(Cl)(Cl)Cl)CCCCC1	94.1	97.7	104.0	110.3	105.0	·	94.6	116.3	·
19	COc1ccc(/C=C/C(=O)c2ccc(NC(=O)CSc3nnc(-c4ccc(OC)c(OC)c4)o3)cc2)cc1	96.4	100.3	120.7	101.2	107.6	93.0	106.1	97.2	94.8
20	COc1ccc(-c2c[nH]c(C(=O)NCCCO)c2-c2cc(OC)c3c(c2OC)OCO3)cc1	95.1	97.5	121.3	100.3	100.4	109.7	95.7	100.8	104.8
21	CSC(=N\N=C\c1c(F)cccc1Cl)/N=C/N(C)C	113.5	106.4	103.5	109.1	105.6	111.2	104.2	108.9	·
22	CCOC(=O)c1c(-c2ccc(Cl)cc2Cl)c(C#N)c(=O)n(Cc2nc3ccccc3[nH]2)c1N	83.2	91.9	96.3	95.6	95.0	103.1	85.5	·	93.8
23	CC1CN(c2nc3sc4c(c3c(=O)[nH]2)CCCC4)CC(C)O1 (stereo not given)	99.9	113.3	112.1	99.5	109.5	105.0	109.8	102.3	96.5
24	C[N+](C)(C)CCNC(=O)c1ccc(OCc2ccccc2C(F)(F)F)cc1	97.8	107.7	111.8	99.2	105.9	104.9	95.6	113.1	100.4
25	COc1ccc(/C=N/NC2=Nc3ccccc3C(=O)N3CCC[C@@H]23)cc1	91.3	89.4	101.6	94.8	100.0	100.1	103.7	103.7	96.2
26	CC12CCC3C(C)(CO)C(O)CCC3(C)C1CC(C1=CCOC1=O)O2 (stereo not given)	105.3	99.1	·	101.0	104.2	112.0	105.7	113.5	106.2
27	CN(C[C@H]1Cc2c(cccc2N2CCN(c3ncccn3)CC2)CN1)[C@H]1CCCc2cccnc21	34.2	52.9	39.5	44.4	30.0	55.0	52.8	34.0	24.1
28	CCCCCCCCCCCCNC(=O)[C@H]1CSC(c2cc3ccccc3s2)N1 (stereo not given in full)	-17.4*	-68.5*	-30.1*	18.9	-32.9*	-57.1*	20.5	-61.3*	-78.9*
29	COC(CSCc1ccccc1)OC	99.7	86.2	99.4	99.4	107.9	107.1	108.9	106.9	97.0
30	IC1CC2CC1C1C=CCC21 (stereo not given)	95.2	101.3	94.4	99.4	104.9	104.9	92.7	107.0	98.3

New compounds follow
entry	molecule	PC-3	OVCAR-4	SK-OV-3	SF-295	OVCAR-8	DU-145	OVCAR-5	OVCAR-3	U251
31	CC1=Cc2cc(Cl)cc(Cl)c2OC12Oc1c(Cl)cc(Cl)cc1C=C2C	96.3	89.8	107.9	99.4	105.8	107.8	111.9	95.7	104.4
32	CC(C)(C)n1cc(-c2ccnc(NCCCNS(=O)(=O)c3ccccc3)c2)c(-c2ccccc2)n1	35.6	70.4	85.1	63.2	68.9	83.7	94.0	83.9	64.3
33	COc1ccc(/C=C/C(=O)c2c(C)nc3ccccc3c2/C=C/c2ccc(C)cc2)cc1O	57.9	75.6	92.7	97.8	60.1	76.6	108.3	82.6	82.8
34	Cc1ccc(S(=O)(=O)Nc2ccc(-c3cc(-c4ccccc4F)c(C#N)c(=O)[nH]3)cc2)cc1	74.6	70.8	95.3	97.6	84.2	91.8	98.0	90.7	80.0
35	CC(=C(c1ccc(OCCN2CCCC2)cc1)c1ccc(OCCN2CCCC2)cc1)c1ccc(Cl)cc1	-26.9*	-11.2*	85.8	-63.7*	-6.7*	25.8	-16.0*	-20.8*	-75.1*
36	Fc1ccc(C2=NN(c3cc(Cl)cc(Cl)c3)C(c3cccc(Nc4ccnc5cc(Cl)ccc45)c3)C2)cc1 (stereo not given)	53.8	67.0	76.7	66.4	87.0	83.8	94.8	68.8	81.4
37	O=C(Nc1cccc(-c2nc3ccccc3c(=O)[nH]2)c1)c1ccc(Br)cc1	91.1	110.6	82.8	99.2	93.3	109.6	93.2	90.9	91.8
38	CSc1nnc(-c2ccc(NC(=O)c3cccnc3)cc2)o1	99.8	119.6	103.3	97.6	103.4	115.2	115.0	114.8	80.4
39	O=[N+]([O-])c1c(N2CCN(CCO)CC2)nc2ccccn12	101.9	96.3	100.0	105.8	103.1	124.6	94.9	123.8	108.7
40	COc1cc2oc(-c3cccc(NC(=O)Nc4ccc(F)cc4)c3)cc(=O)c2c(OC)c1OC	72.6	85.4	100.0	84.4	64.2	89.8	99.3	103.6	101.1
41	CCCCn1c(=O)[nH]c(N)c(C(c2ccccc2F)c2c(N)[nH]c(=O)n(CCCC)c2=O)c1=O	74.3	87.8	86.3	82.3	81.7	84.9	94.1	75.9	72.2
42	NNC(=O)Cc1c[nH]c2ccccc12	94.0	106.0	104.5	101.7	103.8	107.2	97.7	102.2	96.3
43	CC1=C(C#N)C(C)(C)C(C#N)=C(C)N1	84.7	99.2	110.4	96.1	100.1	105.5	87.7	106.6	94.8
44	S=C(Nc1cccc(Br)c1)c1ccccc1	105.0	104.0	106.8	98.5	106.1	109.4	106.1	·	99.2
45	O=C(O)c1cn(C2CC2)c2cc(N3CCN(C(=O)CSCCO)CC3)c(F)cc2c1=O	95.9	105.9	117.2	106.1	104.7	106.5	101.3	109.8	106.0
46	Cc1ccccc1Oc1nc2sc3cc(Cl)c(Cl)cc3n2c(=N)c1C#N	98.1	97.9	95.0	94.8	97.0	107.7	106.2	117.6	116.5
47	O=C(Cl)c1cccc2c([N+](=O)[O-])cccc12	98.3	101.0	92.6	93.0	102.3	96.9	96.0	105.7	97.9
48	COC(=O)C1(C2CCc3cc(OC)ccc3C2=O)NC(=S)NC(=O)C1C#N (stereo not given)	99.7	111.4	141.1	106.3	109.5	115.9	108.9	116.1	113.5
49	COc1cc2c(c(OC)c1OC)C1(NCC2)C(=O)Nc2c(Br)cc(Br)cc21 (stereo not given)	78.3	100.4	90.4	106.6	98.4	108.5	92.5	101.6	99.2
50	O=C1Nc2cc(Cl)ccc2/C1=C/c1cccc(OCc2ccccc2)c1	6.8*	36.7	32.0	1.8*	-65.0*	3.5*	11.9	-6.0*	-64.6*
51	Cc1cc(-c2cn(Cc3ccc4c(Br)cc(Br)c(O)c4n3)nn2)ccc1F	97.6	101.7	102.4	102.4	97.8	104.3	99.1	108.8	102.0
52	CC(C)=C(C)C1CC1CCNS(=O)(=O)c1ccc(C)cc1 (stereo not given)	95.9	97.4	·	106.2	102.6	105.6	97.6	106.1	101.2
53	CN(Cc1ccccc1)c1nc(Cl)c(C2CC(c3ccc4c(c3)OCO4)=NN2c2ccccc2)s1 (stereo not given)	92.4	96.1	97.2	101.4	108.8	91.0	117.2	100.2	97.3
54	Cc1ccc(C)c(NC(c2ccc(OC(F)F)c(OCC3CC3)c2)c2nnnn2C2CCCCC2)c1 (stereo not given)	77.6	78.6	103.9	92.0	·	102.8	107.4	101.0	90.3
55	CCOC(=O)c1c2c(cn1S(=O)(=O)c1ccccc1)-c1nc(N)sc1CC2	56.1	55.9	103.0	66.7	84.2	84.6	112.1	74.1	72.7

Reformatted as labelled records: entries from further up
[32] CC(C)(C)n1cc(-c2ccnc(NCCCNS(=O)(=O)c3ccccc3)c2)c(-c2ccccc2)n1
- PC-3 = 35.6
- OVCAR-4 = 70.4
- SK-OV-3 = 85.1
- SF-295 = 63.2
- OVCAR-8 = 68.9
- DU-145 = 83.7
- OVCAR-5 = 94.0
- OVCAR-3 = 83.9
- U251 = 64.3

[33] COc1ccc(/C=C/C(=O)c2c(C)nc3ccccc3c2/C=C/c2ccc(C)cc2)cc1O
- PC-3 = 57.9
- OVCAR-4 = 75.6
- SK-OV-3 = 92.7
- SF-295 = 97.8
- OVCAR-8 = 60.1
- DU-145 = 76.6
- OVCAR-5 = 108.3
- OVCAR-3 = 82.6
- U251 = 82.8

[34] Cc1ccc(S(=O)(=O)Nc2ccc(-c3cc(-c4ccccc4F)c(C#N)c(=O)[nH]3)cc2)cc1
- PC-3 = 74.6
- OVCAR-4 = 70.8
- SK-OV-3 = 95.3
- SF-295 = 97.6
- OVCAR-8 = 84.2
- DU-145 = 91.8
- OVCAR-5 = 98.0
- OVCAR-3 = 90.7
- U251 = 80.0

Reformatted with values under each structure: part of the list above.
Value order – PC-3	OVCAR-4	SK-OV-3	SF-295	OVCAR-8	DU-145	OVCAR-5	OVCAR-3	U251
37: O=C(Nc1cccc(-c2nc3ccccc3c(=O)[nH]2)c1)c1ccc(Br)cc1
 : 91.1	110.6	82.8	99.2	93.3	109.6	93.2	90.9	91.8
51: Cc1cc(-c2cn(Cc3ccc4c(Br)cc(Br)c(O)c4n3)nn2)ccc1F
 : 97.6	101.7	102.4	102.4	97.8	104.3	99.1	108.8	102.0

Rows were taken by chance; about 11% have a hit in one of these screens.
